Yp Topo-I inh – Y. pestis Topo-I inhibition via cleavage products; Y. pestis Topo-I cleavage product accumulation, plate reader; activity, % at 10 µM; 360,000 compounds, 0.064% hits; AID 504884; in the data active = activity above about 50%, passing the limit was not always enough; note: inactives centre near 2
TcdB GH inh – TcdB glycohydrolase inhibition; P18177; TcdB glycohydrolase enzymatic assay, plate reader; inhibition, % at 9.99 µM; 350,000 compounds, 0.24% hits; in the data active = inhibition above about 10%
MazF activator – increases E. coli MazEF RNase cleavage of RNA. 350,000 compounds, 0.32% hits. AID 504720. activation, % at 20 µM. FAM/BHQ RNA-DNA oligo cleavage fluorescence, 5 h; in the data active = activation above about 50%
Rv3671c protease – inhibits the M. tuberculosis serine protease Rv3671c | P9WHR9 | inhibition, % at 5.96 µM | 320,000 compounds, 0.048% hits | AID 2606; in the data active = inhibition above about 38%;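 note: extracellular domain of Rv3671c used as enzyme; 0% = enzyme with DMSO and 100% = no enzyme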
Vc quorum ag – induces V. cholerae light production without autoinducers; AID 588436; 350,000 compounds, 0.16% hits; activation, % at 18.7 µM; V. cholerae BH1578 lux reporter, luminescence, 6 h; in the data active = activation mostly above about 9.7%, no sharp cut-off; note: not every result past the cut was called active; inactives centre near 0; reference of the scale not given here
DUSP3 inh – DUSP3 (human) phosphatase inhibition; P51452; recombinant VHR phosphatase, pNPP absorbance; inhibition, % at 13.3 µM; 290,000 compounds, 0.52% hits; AID 1654; in the data active = inhibition above about 50%; note: some compounds called inactive have numbers as strong as hits
CCHFV vOTU inh – CCHFV vOTU protease inhibition; Pep-AMC fluorescence; inhibition, % at 11.5 µM; 370,000 compounds, 0.55% hits; in the data active = inhibition above about 30%; note: 0% = vehicle wells with enzyme and 100% = no enzyme wells
SSB-PriA inh – inhibitors of Klebsiella pneumoniae PriA binding to SSB C-terminal tail | AlphaScreen SSBct-PriA binding, biotinylated peptide | inhibition, % at 33 µM | 430,000 compounds, 0.6% hits | AID 1272365; in the data active = inhibition mostly above about 37%, no sharp cut-off; inactive = mostly below about 20%;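 note: plate controls were negative control peptide for no effect and reference peptide for full effect; strong numbers were not always called active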
3CLpro inhibitor – SARS-CoV 3CLpro protease inhibition; recombinant SARS-CoV 3CLpro, quenched FRET peptide cleavage; inhibition, % at 6 µM; 290,000 compounds, 0.14% hits; AID 1706; in the data active = inhibition above about 12%
PrPC surface inh – cell surface PrPC inhibition, primary TR-FRET screen. TR-FRET read-out. inhibition, % at 13.8 µM. 370,000 compounds, 0.43% hits. AID 720596; in the data active = inhibition above about 24%; note: 0% = median of the test wells and 100% = reference compound wells
* hit, by the source's call; i = inactive; . = no result given; & = joins results of further samples.

SMILES | Yp Topo-I inh | TcdB GH inh | MazF activator | Rv3671c protease | Vc quorum ag | DUSP3 inh | CCHFV vOTU inh | SSB-PriA inh | 3CLpro inhibitor | PrPC surface inh
O=C(NCCc1c[nH]c2ccccc12)C(=O)NCC(c1ccco1)N1CCN(c2ccccc2)CC1 (configuration not stated) | 5 | . | -5 | -4 | i | -7 | -21 | -4 | 2 | 4
Cc1cc2c(nn1)CCc1c-2no[n+]1[O-] | -11 | -0.4 | 0 | 9 | i | 25 | 0 | 0 | -1 | -16
Cc1cccc(OCC(=O)NC2CCCc3ccccc32)c1C (configuration not stated) | 39 | 0.2 | -32 | -5 | -2.9 | 1 | 7 | 2 | 7 | 3
CCC(=O)NCCc1nc2cc(NC(=O)c3ccc(Cl)cc3)ccc2n1C | 0 | 1.2 | -9 | . | -0.9 | 33 | -15 | 0 | -1 | 4
CC1(C)CC(=O)C2=C(C1)Nc1nc(SCCN3CCOCC3)[nH]c(=O)c1C2c1cccs1 (configuration not stated) | -2 | . | 11 | 4 | i | 13 | 3 | 2 | -2 | 7
Cc1c(NC(=O)CSc2nnc3c4ccccc4n(CCc4ccccc4)c3n2)c(=O)n(-c2ccccc2)n1C | 10 | . | -5 | -1 | 0.1 | 31 | 12 | 4 | 8 | -6
COC(=O)CSc1nc(SC)nc2c1sc1nc(-c3ccco3)c3c(c12)CC(C)(C)OC3 | 6 | 1.0 | 3 | . | -0.5 | . | 18 | -1 | . | 4
C=CCOc1ccc(Cl)cc1CNC1CCCC1 | 3 | 0.4 | -1 | 7 | i | 12 | -7 | -22 | 4 | 6
Cc1sc2ncnc(SCC(=O)NC3CCS(=O)(=O)C3)c2c1C (configuration not stated) | -6 | 0.1 | -5 | . | -5.3 | . | 12 | . | . | 9
O=C(O)c1[nH]c2ccc(Cl)cc2c1CC(=O)N1CCN(C(=O)c2ccco2)CC1 | 6 | . | 2 | 2 | -0.7 | -2 | 7 | -5 | -1 | 3
O=C(N/N=C/c1ccccn1)c1ccc(NC(=O)c2cccc([N+](=O)[O-])c2)cc1 | 2 | 0.8 | 9 | 1 | -0.2 | -3 | 23 | . | 4 | -6
CC1CCN(CCCNC(=O)C2CCC(=O)N2C2CCCC2)CC1 (configuration not stated) | 2 | . | 1 | -20 | i | 19 | 1 | 2 | 3 | 1
CC(C)CC(=O)Nc1nc2c(c(=O)[nH]1)CCCC2 | 1 | . | 1 | 1 | -1.4 | 0 | 2 | -9 | 0 | -7
CCOc1ccc2nc(S(=O)(=O)NC(=O)C3(C)CCN3C(=O)c3c(C)noc3C)sc2c1 (configuration not stated) | -2 | -2.5 | . | . | -0.6 | . | -4 | . | . | 9
COc1cc([N+](=O)[O-])cc(/C=N/NC(=O)Cn2nccc2C)c1O | 2 | -5.2 | 3 | 0 | -2.4 | 0 | 20 | . | 0 | -12
COc1ccccc1S(=O)(=O)Cc1ccc(C(=O)NCc2ccc3c(c2)OCO3)o1 | -5 | 2.1 | 0 | 8 | -0.4 | -48 | 1 | -7 | -5 | 6
COC(=O)c1nnn(CC(=O)Nc2cccc(OC)c2)c1C(=O)OC | 1 | . | 1 | 5 | -0.8 | -4 | 2 | 3 | 5 | 2
COc1cc(C(=O)N2CC(=O)Nc3ccccc32)cc(OC)c1OC | 1 | 2.0 | 2 | . | -4.8 | . | 12 | -5 | . | 7
CNC(=O)c1cc(C(=O)c2ccccc2Br)c[nH]1 | 4 | 1.1 | 3 | 3 | -6.7 | . | -8 | -7 | 1 | 2
COc1ccccc1C(=O)NNC1CC(=O)N(c2ccc3c(c2)OCCO3)C1=O (configuration not stated) | 0 | -2.9 | 11 | -5 | -0.3 | -9 | -3 | -4 | 4 | -2
O=C(CSc1nnc(-c2ccc(O)cc2)o1)N1CCOCC1 | 1 | . | -2 | 9 | 5.9 | 5 | 5 | -13 | 3 | 1
CCOC(=O)N1CCN(C(=O)C2CCN(S(=O)(=O)N(CC)CC)CC2)CC1 | 4 | . | 4 | -3 | -5.6 | 29 | 5 | 6 | -2 | 2
COC(=O)CCC(=O)N1CCCC(N2CCN(c3ccc(OC)cc3)CC2)C1 (configuration not stated) | 0 | -8.5 | 8 | -13 | 2.3 | 21 | 15 | -2 | -1 | 1
CC(=O)N1CCN(C(=O)C2(NC(=O)Nc3ccc(C)cc3)CCCCC2)CC1 | 6 | -0.1 | 9 | -13 | -0.6 | 22 | -7 | -2 | -11 | 2
Cc1cc(C(F)(F)F)n2ncc(-c3ccc(F)cc3)c2n1 | -2 | . | -2 | 5 | -1.0 | 15 | -5 | 2 | 2 | -4
CCOC(=O)N1CCC(c2cc(=O)n3[nH]cc(C(=O)OC)c3n2)CC1 | 1 | -0.4 | 7 | 6 | -0.3 | 11 | 4 | -16 | -4 | -3
CC(=O)N1c2ccc(S(=O)(=O)NCCC(=O)Nc3ccc(Cl)cc3)cc2CC1C (configuration not stated) | 1 | 1.1 | 4 | . | i | . | -4 | . | . | 8
CCOC(=O)C1CCCN(C(=O)COc2ccc(S(=O)(=O)N3CCOCC3)cc2)C1 (configuration not stated) | 5 | 2.3 | 1 | -2 | i | . | 0 | -3 | . | -7
CNC(=O)/C(C#N)=C/c1ccc(-c2ccc(OC)cc2[N+](=O)[O-])o1 | -1 | . | -3 | -21 | -0.8 | -13 | 1 | -10 | -9 | -11
CCOc1ccc2nc(NC(=O)CN3CCN(c4ccccn4)CC3)sc2c1 | . | . | -4 | -6 | . | -2 | 10 | 0 | 4 | 10

Complete entries as entered above. Values in the order: Yp Topo-I inh, TcdB GH inh, MazF activator, Rv3671c protease, Vc quorum ag, DUSP3 inh, CCHFV vOTU inh, SSB-PriA inh, 3CLpro inhibitor, PrPC surface inh
CCOc1ccc2nc(NC(=O)CN3CCN(c4ccccn4)CC3)sc2c1 across the screens: ., ., -4, -6, ., -2, 10, 0, 4, 10
Cc1sc2ncnc(SCC(=O)NC3CCS(=O)(=O)C3)c2c1C (configuration not stated) across the screens: -6, 0.1, -5, ., -5.3, ., 12, ., ., 9
Cc1cc(C(F)(F)F)n2ncc(-c3ccc(F)cc3)c2n1 across the screens: -2, ., -2, 5, -1.0, 15, -5, 2, 2, -4
CC(C)CC(=O)Nc1nc2c(c(=O)[nH]1)CCCC2 across the screens: 1, ., 1, 1, -1.4, 0, 2, -9, 0, -7

Returning to the listing with the five entries that preceded the break.
SMILES | Yp Topo-I inh | TcdB GH inh | MazF activator | Rv3671c protease | Vc quorum ag | DUSP3 inh | CCHFV vOTU inh | SSB-PriA inh | 3CLpro inhibitor | PrPC surface inh
CCOC(=O)N1CCC(c2cc(=O)n3[nH]cc(C(=O)OC)c3n2)CC1 | 1 | -0.4 | 7 | 6 | -0.3 | 11 | 4 | -16 | -4 | -3
CC(=O)N1c2ccc(S(=O)(=O)NCCC(=O)Nc3ccc(Cl)cc3)cc2CC1C (configuration not stated) | 1 | 1.1 | 4 | . | i | . | -4 | . | . | 8
CCOC(=O)C1CCCN(C(=O)COc2ccc(S(=O)(=O)N3CCOCC3)cc2)C1 (configuration not stated) | 5 | 2.3 | 1 | -2 | i | . | 0 | -3 | . | -7
CNC(=O)/C(C#N)=C/c1ccc(-c2ccc(OC)cc2[N+](=O)[O-])o1 | -1 | . | -3 | -21 | -0.8 | -13 | 1 | -10 | -9 | -11
CCOc1ccc2nc(NC(=O)CN3CCN(c4ccccn4)CC3)sc2c1 | . | . | -4 | -6 | . | -2 | 10 | 0 | 4 | 10
CCOC(=O)N1CCC(NC(=O)c2sc3nc4n(c(=O)c3c2C)CCCC4)CC1 | 0 | . | 5 | 6 | i | -11 | 3 | -2 | -4 | -3
CCOc1ccccc1OCC(=O)Nc1ccc2[nH]c(=O)[nH]c2c1 | 6 | 1.3 | 2 | -2 | i | . | -10 | 1 | . | -10
COCCn1c(C)cc(C(=O)CSc2cc(C)c3ccc(OC)cc3n2)c1C | 7 | . | -3 | 1 | -2.7 | -4 | 2 | -7 | 0 | 11
COc1cc(C2C(C(=O)c3ccco3)=C(O)C(=O)N2Cc2ccccc2)ccc1O (configuration not stated) | 1 | 1.0 | 6 | -3 | -1.2 | -4 | 12 | -6 | 3 | -6
CCOC(=O)c1ccc(NC(=O)C2CCN(S(=O)(=O)c3ccccc3)CC2)cc1 | 0 | 0.3 | 5 | -11 | -0.5 | . | 3 | -3 | 0 | -4
O=C1CC2CS(=O)(=O)CC2N1C1CCCCC1 (configuration not stated) | 2 | -0.4 | -4 | -1 | -0.1 | 13 | -3 | 4 | -5 | -4
CC1CCCN(c2ccc(C(=O)NCc3ccco3)cc2[N+](=O)[O-])C1 (configuration not stated) | 22 | 0.5 | 1 | -6 | i | 8 | 3 | 25 | -3 | -19
COc1cc(NC(=O)Cc2ccccc2)nc(OC)n1 | -2 | . | 10 | -3 | -1.2 | 22 | . | -10 | -2 | .
CCCN=C(C)c1c(-c2ccccc2)[nH]n(-c2nc3ccccc3s2)c1=O | 1 | . | 2 | -3 | -2.5 | 2 | -18 | -17 | 4 | 1
CCC1CCCCN1C(=S)Nc1ccc(S(=O)(=O)Nc2ncccn2)cc1 (configuration not stated) | -5 | 1.3 | -11 | -3 | i | 16 | 6 | 22 | -3 | 0
CCOC(=O)c1c(NC(=O)CN2CCCCC2)sc2c1CCC(C=O)=C2Cl | -11 | . | 1 | 4 | i | 0 | 2 | -6 | 0 | -1
CC1CCCCN1C(=O)c1cc2ccccc2cc1O (configuration not stated) | -10 | 1.8 | 1 | 7 | 1.0 | 6 | -7 | -31 | 4 | 7
Nc1ccc2c(c1)C(=O)N(CC1CCCO1)C2=O (configuration not stated) | -3 | . | 7 | -8 | 0.3 | 10 | -1 | -7 | -3 | -6
Cc1ccc2c(c1)CO[C@@]21O[C@H](CCO)C[C@H](O)[C@H]1O | 0 | 1.7 | 9 | . | i | . | -12 | . | . | 3
Cc1cccc(C(=O)NCC(=O)OCC(=O)NCCNC(=O)COC(=O)CNC(=O)c2cccc(C)c2)c1 | 6 | 0.1 | -1 | -1 | i | . | -12 | -4 | . | 0
Cc1c(NC(=O)CN(C)CC(=O)Nc2ccc(F)c(F)c2F)c(=O)n(-c2ccccc2)n1C | 3 | 0.1 | 7 | 2 | 1.9 | . | -10 | 0 | . | 0
CCCCN(CC)C(=O)Cn1cnc2sc(C)c(S(=O)(=O)N3CCC(C)CC3)c2c1=O | 22 | 1.2 | 0 | -5 | -0.4 | 4 | 4 | 1 | 7 | 1
CCCCn1c(N)c(N(CC(C)C)C(=O)c2ccc(Br)o2)c(=O)[nH]c1=O | -7 | 0.0 | -3 | -3 | -0.7 | . | -9 | -2 | . | -5
Cc1ccc(C)c(NC(=O)CN(C)C(=O)c2ccc3ncsc3c2)c1 | 2 | -0.2 | -2 | . | i | . | 3 | -8 | . | -8
CCC(=O)NC1(C(F)(F)F)C(=O)Nc2c1c(=O)[nH]c(=O)n2CC(C)C (configuration not stated) | 1 | 4.8 | -2 | 0 | 0.8 | 1 | 0 | -11 | 2 | 0
COc1ccc(CCN=C(N)NS(=O)(=O)c2ccc(OC)cc2)cc1 | -6 | . | 0 | 0 | -1.4 | 5 | 2 | -5 | -5 | -5
O=C(NCC1CCCO1)C(=O)NCC(c1ccco1)N1CCN(c2ccccc2F)CC1 (configuration not stated) | -3 | . | -1 | -1 | -0.2 | 4 | -1 | -17&15 | -5 | -5
CN(C)S(=O)(=O)c1ccc(C(=O)Nc2ccccn2)cc1 | 11 | 0.5 | -5 | -6 | -0.5 | 29 | -14 | 0 | -3 | -4
Cc1ccc(-c2ccc(CN3C(C(C)C)C(=O)N(Cc4cn(CCC5OCCCO5)nn4)CCS3(=O)=O)cc2)cc1 (configuration not stated) | 22 | 1.4 | 21 | . | -0.5 | . | 23 | . | . | 5
O=C(Nc1nccs1)c1cncc(Br)c1 | -11 | 0.9 | -9 | 4 | -2.0 | 16 | 3 | -2 | 1 | 6
O=C(NCCc1ccccc1)C(=O)NCC1OCCN1S(=O)(=O)c1ccc(Cl)cc1 (configuration not stated) | 14 | 0.3 | 5 | -4 | -0.6 | 13 | -6 | -8 | 5 | 1
Cc1cc(C)c(CNC(=O)c2cc(C3CC3)nc3c2cnn3C(C)C)c(=O)[nH]1 | -1 | -0.6 | -6 | 0 | -2.5 | . | 4 | 4 | . | 1
Cc1nn(-c2ccccc2)c2nc(N)c(C(N)=O)cc12 | -7 | 2.5 | 8 | 3 | i | 13 | -59 | 21 | -2 | -4

Assay outcomes from PubChem.

Some of the compounds tested; count on the stated rates, not on these rows.
